Source: PubChem BioAssay
Yeast tox – yeast growth toxicity, wild-type and mutant, primary screen, cytotoxicity control for eIF2B function restoration project, wild-type and eIF2Bepsilon R284H mutant, A595; 30,000 compounds, 0.3% hits; S. cerevisiae wild-type growth, A595 turbidity, 16 h; growth inhibition, % at 25 µM (by protocol); AID 685, 2007;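 active = mutant and wild-type yeast strains alike exhibit over 30% growth inhibition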;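 also: 0% = untreated cell controls and 100% = YPD media blanks without cells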
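System – wild-type and eIF2Bepsilon-R284H mutant S. cerevisiae, screened separately · Measured by – absorbance at 595 nm (turbidity) · Timing – 16 h compound exposure during growth at 30 °C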
Yeast eIF2B – GCN4-lacZ reporter reduction in eIF2B-epsilon mutant yeast, primary screen, S. cerevisiae, eIF2B-epsilon R284H, Beta-Glo luminescence. inhibition, % at 25 µM (by protocol). 27,000 compounds, 0.91% hits;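 active = mutant luminescence inhibited past about 50% while wild type luminescence and mutant growth stay under set limits, limit read from the data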; also: some compounds called inactive have numbers as strong as hits
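Times: 16 h growth with compound at 30 °C, 90 min Beta-Glo step; Assay system: yeast eIF2B-epsilon R284H mutant carrying GCN4–beta-galactosidase fusion; Measure: % inhibition of reporter signal and growth versus controls; Dosing: one concentration, 25 µM, 0.25% DMSO; Buffer or medium: YPD yeast growth medium; Measured by: Beta-Glo luminescence plus absorbance at 595 nm.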
Yeast tox inhibition % – also measured in Yeast tox; calls as there; growth inhibition, %; S. cerevisiae eIF2Bepsilon-R284H mutant growth, A595 turbidity, 16 h;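 each compound tested once at 25 µM; 0% equals untreated cells and 100% equals cell-free medium blanks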
Yeast eIF2B mutant toxicity – also measured in Yeast eIF2B; calls as there; growth inhibition, %; measured here: mutant yeast growth, toxicity;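 each compound tested once at 25 µM; zero equals untreated control growth and 100 equals blank medium absorbance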
Starred values were filed as active, the others as inactive; / = not tested or not shown. An excerpt; rates above refer to the full screens.

SMILES	Yeast tox	Yeast tox inhibition %	Yeast eIF2B	Yeast eIF2B mutant toxicity
COc1ccc(C(CCc2ccc(C)o2)NC(=O)Nc2ccc(OC)cc2OC)cc1 (centres undefined)	-6	10	16	10
CCOC(=O)c1ccc(NC(=O)c2nn(CC)cc2Br)cc1	37	17	-26	17
CSc1ccc(NC(=O)N2CC(C)OC(C)C2)cc1 (centres undefined)	6	-15	-27	-15
Cc1cc(C)n2nc(C(=O)Nc3nccs3)nc2n1	1	8	/	/
COc1cc(NCCCCCCCN)c2ncccc2c1	1	-7	54	-7
CSC1=C(C#N)C(c2ccc(C)cc2)C2=C(CCCC2=O)N1 (centres undefined)	-13	4	-10	4
CCCOC(=O)/C(=C\c1ccc([N+](=O)[O-])o1)NC(=O)c1ccccc1	-16	-14	0	-14
O=c1cc(NCc2ccco2)[nH]c(=O)n1-c1ccc(Br)cc1	-8	4	-26	4
COC(=O)c1c(C(C)=O)cnc2ccc(Br)cc12	2	-14	19	-14
CC1=C(C(=O)OC2CCCCCCC2)C(c2ccc(O)cc2)NC(=O)N1 (centres undefined)	2	13	20	13
CCOC(=O)C1CCCN(C(=O)CS(=O)(=O)Cc2ccccc2)C1 (centres undefined)	-21	0	19	/
Cc1nc(SCC(=O)c2cccs2)c2oc3ccccc3c2n1	-2	2	/	/

3 entries from above, field by field:
CCCOC(=O)/C(=C\c1ccc([N+](=O)[O-])o1)NC(=O)c1ccccc1
  Yeast tox: -16
  Yeast tox inhibition %: -14
  Yeast eIF2B: 0
  Yeast eIF2B mutant toxicity: -14
CC1=C(C(=O)OC2CCCCCCC2)C(c2ccc(O)cc2)NC(=O)N1 (centres undefined)
  Yeast tox: 2
  Yeast tox inhibition %: 13
  Yeast eIF2B: 20
  Yeast eIF2B mutant toxicity: 13
COc1ccc(C(CCc2ccc(C)o2)NC(=O)Nc2ccc(OC)cc2OC)cc1 (centres undefined)
  Yeast tox: -6
  Yeast tox inhibition %: 10
  Yeast eIF2B: 16
  Yeast eIF2B mutant toxicity: 10

New compounds follow
SMILES	Yeast tox	Yeast tox inhibition %	Yeast eIF2B	Yeast eIF2B mutant toxicity
O=C(NC1CCCCC1)c1sc(=S)n2c1[nH]c(=O)c1ccccc12	-2	15	29	15
CCc1cc(OCCN2C(=O)NC(C)(C)C2=O)ccc1Cl	17	25	30	25
COCC(=O)Nc1nnc(CCc2ccccc2)s1	7	-4	1	-4
C/C(=N\OC(=O)Nc1ccc(Cl)cc1)c1ncc(C(F)(F)F)cc1N1CCOCC1	11	6	-1	6
CCOc1ccc(NC(=O)C2CCCN(C(=O)Nc3ccccc3)C2)cc1 (centres undefined)	16	8	9	8
CCn1c(SCC(=O)Nc2cc(C)on2)nnc1-c1ccc(S(=O)(=O)N2CCN(C)CC2)cc1	18	11	/	/
CCSc1nc(C2CC2)cc(-c2ccco2)c1C#N	-8	21	/	/
OC(CN1CCOCC1)CN1CCOCC1	18	20	-21	20
Clc1ccc(OCc2nnc3n2N=C(c2ccc4c(c2)OCCO4)CS3)c(Cl)c1	-24	-20	11	-20
c1ccc(C(c2nnnn2C2CCCC2)N2CCN(c3nc4ccccc4s3)CC2)cc1 (centres undefined)	-30	-22	32	-22
Cc1cc2nc(-c3cccc(NC(=O)c4ccc(Br)o4)c3)oc2cc1C	19	16	28	16
c1cc2nnnn2nc1N1CCCCCC1	/	/	6	/

2 of the compounds above, field by field:
structure: CCOc1ccc(NC(=O)C2CCCN(C(=O)Nc3ccccc3)C2)cc1 (centres undefined)
  Yeast tox: 16 | Yeast tox inhibition %: 8 | Yeast eIF2B: 9 | Yeast eIF2B mutant toxicity: 8
structure: CCn1c(SCC(=O)Nc2cc(C)on2)nnc1-c1ccc(S(=O)(=O)N2CCN(C)CC2)cc1
  Yeast tox: 18 | Yeast tox inhibition %: 11 | Yeast eIF2B: / | Yeast eIF2B mutant toxicity: /

(cont.)
SMILES	Yeast tox	Yeast tox inhibition %	Yeast eIF2B	Yeast eIF2B mutant toxicity
CC(=O)N1c2ccccc2C(C)CC12CCCCC2 (centres undefined)	/	/	-21	/
COc1ccc(C2C(C(=O)NCCN(C)C)c3ccccc3C(=O)N2C)cc1OC (centres undefined)	-20	-14	-5	-14
CCCn1c(SCC(=O)Nc2sc(C)c(C)c2C#N)nnc1C(C)C	8	-14	29	-14
CCOC(=O)Cc1nnc(NC(=O)c2ccccc2OC)s1	19	-8	24	-8
Cc1nnc(SCc2cccc(CSc3nnc(C)s3)c2)s1	0	13	13	13
COC(=O)C1=C(N)Oc2cc(C)n(CC3CCCO3)c(=O)c2C1c1ccc(Cl)c(Cl)c1 (centres undefined)	7	-5	1	-5
NS(=O)(=O)c1ccc(CCNC(=O)c2ccccc2F)cc1	1	0	-12	/
CCCCNC(=O)Nc1nnc(-c2ccc(OCC)cc2)o1	24	27	/	/
COC(=O)c1[nH]c2cccc(Cl)c2c1NC(=O)CN1CCN(CCO)CC1	8	-17	4	-17
CCn1cc(C2=NOC(C(=O)Nc3cccc(C(C)=O)c3)C2)c(C)n1 (centres undefined)	33	12	26	12
CCOC(=O)C1CCN(C(=O)C(C)Sc2ccc(Cl)cc2)CC1 (centres undefined)	-2	-11	20	-11
CC(=O)OCCNC(=O)c1cc2ccccc2oc1=O	2	12	29	12

Carrying on.
SMILES	Yeast tox	Yeast tox inhibition %	Yeast eIF2B	Yeast eIF2B mutant toxicity
COc1ccc(C(=O)n2nc(C)cc2C)cc1OC	/	/	-33	/
COc1cc(C(=O)Nc2ccc(-c3nc4cc(C)ccc4o3)c(O)c2)cc(OC)c1OC	-21	-3	17	-3
c1ccc(-c2cnnc(N3CCOCC3)n2)cc1	-26	-10	21	-10
Cc1cc(NC(=O)CSc2nc3ccccc3s2)no1	-11	20	/	/
CCOP(=O)(c1ccccc1)c1nc(-c2ccc(F)cc2)oc1N1CCCCC1 (centres undefined)	-5	-18	24	-18
COCCCN1C(=O)C(=O)/C(=C(/O)c2ccc(OCC(C)C)cc2)C1c1cccnc1 (centres undefined)	18	16	18	16
CC(C)N(Cc1nc(-c2ccccc2)no1)C(=O)CCCN1C(=O)c2ccccc2C1=O	-18	3	34	3
c1ccc2c(c1)oc1c(NCCCN3CCOCC3)ncnc12	1	4	27	4
O=C(Nc1ccc(N2CCN(C(=O)c3ccco3)CC2)c(Cl)c1)c1cc2ccccc2o1	/	/	25	/
Cc1ccc(/C=N/N2C(=S)SC(C)(C)C2N(O)C(=O)Nc2ccc([N+](=O)[O-])cc2)cc1 (centres undefined)	8	5	-10	5
CCN(CC)c1nc2c(s1)C(=O)NCCC2	5	-7	14	-7
Cc1ccc(N(CC(=O)Nc2cccc(C)c2)S(=O)(=O)c2cccc3nonc23)cc1	8	-26	20	-26

The list goes on; the last two above are carried over.
SMILES	Yeast tox	Yeast tox inhibition %	Yeast eIF2B	Yeast eIF2B mutant toxicity
CCN(CC)c1nc2c(s1)C(=O)NCCC2	5	-7	14	-7
Cc1ccc(N(CC(=O)Nc2cccc(C)c2)S(=O)(=O)c2cccc3nonc23)cc1	8	-26	20	-26
CC(C)C(=O)c1cn(CC(=O)NCc2ccc3c(c2)OCO3)c2ccccc12	/	/	7	/
COc1cc(NC(=O)NS(=O)(=O)c2ccc(C)cc2)cc(OC)c1	12	6	19	6
COc1ccc(NC(C)c2cc(Cl)ccc2O)cc1 (centres undefined)	-5	-11	3	-11
Cn1c(=O)n(CC(=O)Nc2ccc(F)cc2)c2ccccc21	4	-14	32	-14
CC1=C(C(=O)Nc2ccccc2)C(c2ccco2)C(C#N)=C(SCc2ccccc2)N1 (centres undefined)	18	7	26	7
Cc1cc(N2CCCCC2)n2ncc(-c3ccccc3)c2n1	24	9	-6	9
CCOc1ccccc1-n1c(SCC(=O)Nc2nccs2)nnc1-c1ccoc1C	9	0	-23	/
Cc1ccc(C(=O)Nc2c3c(nn2C(C)(C)C)CS(=O)(=O)C3)cc1C	5	10	22	10
COc1ccc(CNC(N)=O)cc1	5	12	38	12
Cc1cccc(C(=O)NNS(=O)(=O)c2ccccc2[N+](=O)[O-])c1	9	21	25	21
CCOC(=O)c1sc(NC(=O)CNC(=O)Cn2cnc3sc(C)c(C)c3c2=O)nc1C	-9	3	-4	3
CCCCOc1ccc(NC(=O)CSc2nnnn2C)cc1	/	/	46	/

(more compounds)
SMILES	Yeast tox	Yeast tox inhibition %	Yeast eIF2B	Yeast eIF2B mutant toxicity
Cc1ccccc1CS(=O)(=O)Cc1ccc(C(=O)NCC2CCCO2)o1 (centres undefined)	6	10	16	10
COc1ccccc1-c1nc(C#N)c(N2CCN(Cc3ccccc3)CC2)o1	7	11	20	11
Cc1cc(NC(=O)CSc2nc3ccccc3n2CC(=O)N2CCCCC2)no1	/	/	18	/
O=C(Nc1ccccc1)O/N=C/c1ccccc1Cl	23	31	15	31
COc1ccccc1-n1c(C)nc(=O)c(-c2ccccc2)c1C	-13	0	38	/
O=C(O)c1ccc(-n2c(-c3cc(-c4ccco4)[nH]n3)n[nH]c2=S)cc1	30	-19	0	-19
CCC(C)NC(=O)Cc1cn(C)c2ccccc12 (centres undefined)	-9	5	/	/
COc1ccc(Oc2nc(C)cc(C)c2C#N)cc1	15	-3	3	-3
C=CCOC(=O)C1=C(C)OC(N)=C(C#N)C1c1ccc(F)cc1 (centres undefined)	-12	-4	16	-4
CN(C(=O)c1cc2n(n1)C(C(F)(F)F)CC(c1ccco1)N2)c1ccc(OC(F)(F)F)cc1 (centres undefined)	-40	-48	9	-48
Cc1nc(SCC(=O)Nc2ccccc2)c2oc3ccccc3c2n1	-15	4	-9	4
CC(=O)c1ccc(NC(=O)Nc2ccc3c(c2)N(C)C(=O)CS3)cc1	8	18	18	18

(cont.)
SMILES	Yeast tox	Yeast tox inhibition %	Yeast eIF2B	Yeast eIF2B mutant toxicity
CC1=C(C(=O)OCc2ccccc2)C(c2cccnc2)n2ncnc2N1 (centres undefined)	-7	-27	13	-27
Cn1c(=O)c2c(nc(SCC(=O)Nc3ccccc3N3CCCCC3)n2C)n(C)c1=O	4	14	13	14
COc1ccc(CCN2CC34C=CC(O3)C(C(=O)NCc3ccccc3Cl)C4C2=O)cc1OC (centres undefined)	12	23	19	23
CC1CCN(C(=O)C(C)Sc2nc(-c3ccccc3)cc(C(F)(F)F)n2)CC1 (centres undefined)	13	13	14	13
CC(C)C(=O)c1cn(CC(=O)N2CCCc3ccccc32)c2ccccc12	2	10	-5	10
CCN(CC)c1ccc(C2C3CCCCC3(O)CCN2CC(=O)N2CCCCC2)cc1 (centres undefined)	0	8	21	8
Cc1cc(Br)ccc1OCC(=O)N1CCCCCC1	10	7	1	7
CCc1cc(C)c(O)c(CC)n1	17	-5	10	-5
CCn1c(SCC(=O)Nc2nonc2C)nnc1-c1ccoc1C	/	/	-11	/
CC(=Nc1ccccc1)c1sc2ccccc2c1O	2	5	20	5
COc1ccc(-c2nnc(SCc3cccc(C)c3)n2N)cc1	25	6	/	/
COc1ccc(Cn2c(CCC(=O)Nc3ccccc3)nc3cccnc32)cc1	-49	-26	/	/

Later entries
SMILES	Yeast tox	Yeast tox inhibition %	Yeast eIF2B	Yeast eIF2B mutant toxicity
CN(CC(=O)O)S(=O)(=O)c1ccc(F)cc1	4	10	3	10
Cc1ccc(C2C(=O)N(C3CCC(C)CC3)CC(=O)N2C2CC2)cc1 (centres undefined)	-11	-5	19	-5
O=C(CN1C(=O)c2ccccc2C1=O)N1CCN(c2ccccc2)CC1	/	/	22	/
Cc1ccc(C)c(/C(O)=C2/C(=O)C(=O)N(CCN3CCOCC3)C2c2ccco2)c1 (centres undefined)	-23	-31	25	-31
CCOc1cc(C(=O)Nc2cc(C)ccn2)cc(OCC)c1OCC	7	-5	/	/
CCOc1ccc(-c2nnc(-c3ccco3)o2)cc1OCC	-3	7	-1	7
Cn1c(OCc2cccnc2)nc2c1c(=O)n(Cc1ccc(Cl)cc1)c(=O)n2C	/	/	23	/
COc1cc(C(=O)OCC(=O)Nc2cc(C)on2)cc(OC)c1OC	10	-50	19	-50
O=C(CCc1ccccc1)Nc1ccc(N2CCOCC2)c(Cl)c1	-2	-15	32	-15
COc1ccc(C(=O)N2CCN(C3CCN(Cc4ccccc4)CC3)CC2)cc1OC	0	10	/	/
CCCOc1ccc(C(C)=O)cc1CC(C(N)=O)C(N)=O	7	8	/	/
Cc1ccc(C(=O)CSc2cc(C)nc(SCC(=O)c3ccccc3)n2)cc1	-10	3	12	3

Next entries.
SMILES	Yeast tox	Yeast tox inhibition %	Yeast eIF2B	Yeast eIF2B mutant toxicity
Cc1ccc(Cl)cc1N(CC(=O)NC1CCCCC1)S(C)(=O)=O	-2	18	-10	18
CC(C)N1CC(C(=O)Nc2ccccc2)CC1=O (centres undefined)	-1	4	7	4
Cc1ccc(C2=N/C(=C\c3cccs3)C(=O)N2Nc2ccccc2)cc1	0	-5	-5	-5
COC(=O)c1nn2c(C(F)(F)F)cc(-c3ccc(Br)o3)nc2c1Br	-31	-48	54*	/
Cc1nc2cc(-n3ccc(=O)cc3)ccc2n1-c1ccccc1	-7	0	7	/
COC(=O)c1ccccc1NC(=O)C1CCCN(S(C)(=O)=O)C1 (centres undefined)	1	26	11	26
OCCN1CCN(Cc2cc(Cl)c3cccnc3c2O)CC1	12	9	/	/
